PKA-R2B act: activates the human PKA-R2B holoenzyme complex. activation, % at 11.4 µM. PKA-R2B holoenzyme dissociation, Cy5-IP20 fluorescence polarization; R2B truncated from residue 108, S112A mutant; 0% DMSO only, 100% 113 µM cGMP. 340,000 tested, 0.079% active. P22694+P31323;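 active means activation above a cutoff set at the mean over all compounds plus 3 SD, cut at about 18% in these data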;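 further: higher means more holoenzyme dissociation and a rise in polarization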
SUMO Mot1 rescue: blocks SUMOylation pathway, rescuing yeast Mot1-301 growth | AID 2716 | 320,000 tested, 1% active | growth rescue, % at 18.8 µM | S. cerevisiae Mot1-301 growth rescue, ATP luminescence, 38.5C; percent above DMSO median, 100 means doubled;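 active means every valid replicate shows activation above 250% relative to neutral control wells; inactive means the rest, any valid replicate at or below 250%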;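 further: OY570 slx delta 5 strain wells were the positive control but not used for scaling; some compounds called inactive have numbers as strong as hits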
HTR5A inv ctr: HTR5A inverse agonism, opioid heterodimer counter-screen; HTR5A cell line, luminescence; inhibition, % at 9.3 µM; 340,000 tested, 0.083% active; AID 504634; in the data active means inhibition mostly above about 23%, no sharp cut-off; inactive means mostly below about 18%;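 further: 0% = cells with DMSO and 100% = no-cell wells with DMSO; some compounds called inactive have numbers as strong as hits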
AddAB inh: less growth of phage-infected E. coli with AddAB. E. coli expressing H. pylori AddAB, absorbance growth. inhibition, % at 11.9 µM. 330,000 tested, 0.29% active; in the data active means inhibition above about 12%;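 further: 0% = vehicle wells of infected cells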
Tat transport: E. coli Tat transport inhibition. E. coli MC4100 TorA-mCherry Tat export, fluorescence. inhibition, % at 10 µM. 340,000 tested, 0.036% active. AID 488895;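 active means mean replicate inhibition at least 50% and at least half of replicates individually reaching 50%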;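 further: exported cargo escapes ClpAP degradation while cytoplasmic cargo is degraded and loses fluorescence; 0% = median of neutral control wells and 100% = median of NaSCN control wells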
MOR-DOR ag: OPRM1-OPRD1 heterodimerization agonism; P35372+P41143; cells, luminescence; activation, % at 9.3 µM; 340,000 tested, 0.3% active; AID 504326; in the data active means activation above about 18%;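 further: 0% = vehicle-treated cells and 100% = reference agonist; values of inactives mirror those of a sister screen read the other way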
Target sequence (P35372 whole entry, looked up): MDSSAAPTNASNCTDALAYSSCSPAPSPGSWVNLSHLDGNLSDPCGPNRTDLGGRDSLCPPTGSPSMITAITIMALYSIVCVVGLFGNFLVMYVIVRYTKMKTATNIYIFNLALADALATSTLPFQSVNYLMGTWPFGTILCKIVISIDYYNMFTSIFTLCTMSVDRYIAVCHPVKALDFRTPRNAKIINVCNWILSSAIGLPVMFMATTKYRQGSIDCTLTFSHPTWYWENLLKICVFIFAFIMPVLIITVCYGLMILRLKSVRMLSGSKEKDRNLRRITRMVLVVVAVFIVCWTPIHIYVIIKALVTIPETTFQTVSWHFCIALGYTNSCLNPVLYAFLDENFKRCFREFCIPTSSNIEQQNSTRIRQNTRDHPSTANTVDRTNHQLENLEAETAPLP
Target sequence (P41143 whole entry, looked up): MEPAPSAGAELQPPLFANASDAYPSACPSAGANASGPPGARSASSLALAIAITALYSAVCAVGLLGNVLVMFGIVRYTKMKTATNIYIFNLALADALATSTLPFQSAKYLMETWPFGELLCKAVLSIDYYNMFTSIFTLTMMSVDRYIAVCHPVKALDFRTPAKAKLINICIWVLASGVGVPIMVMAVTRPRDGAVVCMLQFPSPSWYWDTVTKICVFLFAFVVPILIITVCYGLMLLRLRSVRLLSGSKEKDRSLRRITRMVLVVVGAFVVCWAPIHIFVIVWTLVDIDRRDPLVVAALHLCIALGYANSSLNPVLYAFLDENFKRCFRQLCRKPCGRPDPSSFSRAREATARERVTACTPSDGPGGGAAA
PKA-R1A activ: activators of PKA-R1A complex; AID 504707; 340,000 tested, 0.083% active; PKA-R1A dissociation, Cy5-IP20 fluorescence polarization; scaled: DMSO 0%, 113 µM cGMP 100%; activation, % at 11.4 µM;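 active means percent activation above the mean of all tested compounds plus 3 SD, cut at about 19% in these data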;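 further: higher means more PKAc released from R1A so a rise in polarization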
OPRM1-OPRD1 inv: inverse agonist of human OPRM1-OPRD1 heterodimerization; P35372+P41143; cell-based MOR-DOR heterodimer luminescence, inverse agonism; inhibition, % at 9.3 µM; 340,000 tested, 0.21% active; AID 504357; in the data active means inhibition above about 22%, passing the limit was not always enough;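 further: 0% = cells with DMSO and 100% = wells without cells with DMSO; values of inactives mirror those of a sister screen read the other way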
phage Ecoli inh: E. coli growth loss with phage present; growth absorbance; inhibition, % at 11.9 µM; 360,000 tested, 0.26% active; AID 651602; in the data active means inhibition above about 11%
PfHsp90 set2: reduces growth (ATP signal) of yeast expressing P. falciparum Hsp90. 310,000 tested, 0.32% active. inhibition, % at 9.4 µM. S. cerevisiae expressing PfHsp90, BacTiter-Glo ATP, 48 h; yeast lacking PDR1 and PDR3 efflux regulators;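 active means every replicate shows inhibition above about 80%, whatever the replicate mean, limit read from the data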;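 further: 0% = DMSO neutral controls and 100% = 20 µM radicicol positive controls; yeast relying on Plasmodium falciparum Hsp90 in place of its own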
Ecoli viability: reduces bacterial viability in AddAB counter-screen; E. coli V3065 growth, OD600 absorbance, 18 h; inhibition, % at 11.9 µM; 330,000 tested, 0.27% active; AID 449728;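 active means inhibition above the campaign's mean inhibition across all tested compounds plus 3 SD, cut at about 9.9% in these data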;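 further: uninfected addAB+ strain grown without phage in ampicillin broth; 0% = DMSO wells and 100% = ciprofloxacin 0.95 µg/ml wells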
Numbers without * were called inactive; x = not tested or not shown.

SMILES	PKA-R2B act	SUMO Mot1 rescue	HTR5A inv ctr	AddAB inh	Tat transport	MOR-DOR ag	PKA-R1A activ	OPRM1-OPRD1 inv	phage Ecoli inh	PfHsp90 set2	Ecoli viability
CCOc1ccc(N=Cc2c(O)c3ccccc3oc2=O)cc1	-4	0	20	1.8	3	-4.4	-14	22	5.3	12	0.2
Cc1ccc(NC2=C(CC(=O)O)C(c3ccccc3)N(c3ccc(C)cc3)C2=O)cc1 (centres undefined)	-1	6	21	1.6	6	-2.2	-5	11	3.7	-23	-1.7
COCC(=O)N1CCC(Oc2ccc(C(=O)NCCCC3CCCC3)cc2)CC1	-2	-21	4	x	3	-2.3	-15	12	2.5	-15	x
Cc1ccccc1NC(=O)CC1C(=O)NCCN1C(=O)c1cccc(Cl)c1 (centres undefined)	3	-5	4	4.6	4	0.1	9	-1	0.4	-14	0.6
CCN1CN=C(NS(=O)(=O)c2ccc(C)cc2)NC1	-10	-19	26	-1.6	0	-1.3	-4	7	0.9	x	-2.4
CCOCC(=O)Nc1ccc(C)c(Cl)c1	-5	0	9	2.1	-7	2.3	-1	-14	0.6	-29	-1.2
c1ccc2c(c1)Nc1cc3ccccc3cc1O2	-10	x	-4	x	2	9.2	-2	-47	3.1	-13	x
COc1ccc(OC)c(C2=Nn3c(nnc3-c3ccco3)SC2)c1	-7	5	9	0.2	3	-0.9	-6	5	2.0	15	-1.2
COc1ccc(/C=C/C(=O)c2ccc(O)cc2)cc1	-12	-17	-2	-0.7	1	-2.1	-5	11	6.6	-6	-0.2
Cc1ccc(NC(=O)/C(C#N)=C/c2ccsc2)c(C)c1	10	10	28	1.5	-1	-3.1	-5	16	0.5	-1	-0.6
N#Cc1ccc(NC(=O)COc2ccc(-n3cnnn3)cc2)cc1	11	11	16	-1.9	0	-2.8	-8	14	1.9	-4	0.4
CCOC(=O)c1csc(NC(=O)Nc2cccc(Cl)c2)n1	-10	68	-4	1.6	-3	2.7	2	-14	4.3	-5	-1.2
CCNC(=O)/C(C#N)=C/c1c(N2CCCCCC2)nc2c(C)cccn2c1=O	9	19	-1	-1.1	6	-3.4	-7	15	-1.9	-15	-3.6
CC(CN1CCCCC1)C(=O)NN (centres undefined)	1	4	-62	0.3	-5	-3.0	-11	16	-0.9	15	0.1
COc1ccc(N2CCN(C(c3ccc4ncccc4c3)c3nnnn3C(C)(C)C)CC2)cc1 (centres undefined)	1	3	-5	-1.5	2	-0.9	-3	4	2.6	-15	0.2
CCOC(=O)C1=C2SCCN2C(=O)C(C#N)C1(C)C (centres undefined)	-1	40	-18	-3.3	-7	0.0	-5	0	1.7	18	-3.6
O=C(CSc1c2c(nc3ccc(Cl)cc13)CCCC2)NCCCN1CCOCC1	4	6	12	0.2	4	-1.6	-6	10	3.7	1	-0.1
CC(=O)Nc1ccc(N/C=C/C(=O)c2ccc(C)cc2)cc1	0	36	-9	3.6	-1	-0.3	-1	1	3.7	9	-0.8
Cc1ccc(-c2nc(CS(=O)CC(=O)NC3CCCC3)c(C)o2)cc1 (centres undefined)	-5	-2	-14	0.2	7	-0.3	-4	2	0.9	13	0.3
Cn1cccc1C(=O)OCc1csc(-c2ccccc2)n1	-10	-6	-12	-2.8	13	1.9	-7	-12	2.3	8	0.6

Rewritten with values under each structure: entries from further up
Screens in order – PKA-R2B act	SUMO Mot1 rescue	HTR5A inv ctr	AddAB inh	Tat transport	MOR-DOR ag	PKA-R1A activ	OPRM1-OPRD1 inv	phage Ecoli inh	PfHsp90 set2	Ecoli viability
- CCNC(=O)/C(C#N)=C/c1c(N2CCCCCC2)nc2c(C)cccn2c1=O
 : 9	19	-1	-1.1	6	-3.4	-7	15	-1.9	-15	-3.6
- CC(CN1CCCCC1)C(=O)NN (centres undefined)
 : 1	4	-62	0.3	-5	-3.0	-11	16	-0.9	15	0.1

The results go on:
SMILES	PKA-R2B act	SUMO Mot1 rescue	HTR5A inv ctr	AddAB inh	Tat transport	MOR-DOR ag	PKA-R1A activ	OPRM1-OPRD1 inv	phage Ecoli inh	PfHsp90 set2	Ecoli viability
C(=N\Nc1nc(N2CCCC2)nc(N2CCCC2)n1)/c1ccccc1OCc1ccccc1	2	14	8	-0.6	3	1.3	1	-7	0.8	-4	-5.9
CCc1c(C)nc2ccc(Br)cc2c1Cl	5	-3	15	-2.2	-1	-1.4	5	8	2.2	-9	-1.1
CSc1nc(N)c(C(=O)Nc2ccc([N+](=O)[O-])cc2)s1	-3	-7	-1	0.4	4	-2.8	1	15	3.3	-15	-0.2
COc1ccccc1C(=O)NC(CCSC)C(=O)NNC(=O)c1ccncc1 (centres undefined)	-9	-10	-6	-1.4	3	-1.1	-4	6	2.5	-6	1.0
O=C(COC(=O)/C=C/c1ccc(S(=O)(=O)N2CCOCC2)cc1)NCc1ccc(F)cc1	10	307*	2	0.2	-6	-1.6	1	9	5.0	-44	-1.2
Cc1ccc(CN2CCN(C(=O)CC(C)C)CC2)cc1	0	15	3	2.2	2	-2.9	2	14	0.2	-7	-0.4
CC(NC(=O)C12CC3CC(CC(C3)C1)C2)C(=O)NCCN(C)C (centres undefined)	-2	-1	8	2.0	-2	-1.0	2	5	-1.1	13	-0.2
CCCCOc1ccc(C(C)NC(=O)C2CCCN(S(=O)(=O)CC)C2)cc1 (centres undefined)	5	-7	13	4.2	1	2.3	-1	-13	4.0	-15	1.3
Cc1ccc(NC(=S)Nc2ccc(F)cc2)cc1	0	1	-1	-1.5	-3	-2.1	-6	10	3.5	-3	-0.8
COC(=O)c1ccc2nccnc2c1	7	116	-4	0.1	12	-2.2	-1	11	4.5	9	1.6
CCC(=O)N1CCc2cc(S(=O)(=O)CCC(=O)NCCC3=CCCCC3)ccc21	-12	204	-25	0.0	-5	-2.2	-7	12	0.0	5	-3.4
COc1ccc(C(CNC(=O)c2cc(C)on2)N(C)C)cc1 (centres undefined)	-8	-3	7	3.7	-2	11	-2	-83	1.8	-11	-0.6
O=C(O)c1ccc(CNCc2ccc(Cl)cc2)cc1	-4	11	-1	1.4	2	-0.5	-1	2	0.1	-1	-2.4
COC(=O)c1ccccc1OC(=O)c1cccnc1	-10	10	8	0.2	7	-1.1	0	6	2.7	10	-2.8
Nc1nc(NS(=O)(=O)c2ccc(Cl)cc2)nn1-c1ccccc1	-2	23	1	-2.3	-1	-2.0	2	11	1.4	-4	-3.7
Cc1onc(-c2ccccc2Cl)c1C(O)c1ccc(F)cc1 (centres undefined)	12	-1	-5	1.4	5	-0.3	-6	1	1.3	-21	2.2
COc1ccc(-n2nc(C(=O)NCC(=O)N3CCN(c4ccccn4)CC3)c3ccccc3c2=O)c(OC)c1	-1	211	3	1.4	-3	-2.4	-8	13	2.6	1	-0.1
CC(=O)NS(=O)(=O)c1ccc(NC(=S)NC(=O)CC(C)C)cc1	x	-2	x	0.6	1	x	x	x	3.9	-22	-0.8
O=C(NCc1cccnc1)C1CC(=O)N(c2ccc(F)cc2)C1 (centres undefined)	-9	x	13	0.7	1	-1.5	4	8	2.5	5	0.3
COc1cc(C(=S)N2CCCC2)cc(Cl)c1OCC(=O)Nc1ccc(C)cc1C	-19	13	-12	-0.9	5	0.5	-3	-3	-1.5	-9	-1.6

Quoted from the listing.
COc1ccc(C(CNC(=O)c2cc(C)on2)N(C)C)cc1 (centres undefined) – phage Ecoli inh: 1.8
Nc1nc(NS(=O)(=O)c2ccc(Cl)cc2)nn1-c1ccccc1 – AddAB inh: -2.3

Single records, from the list above.
COC(=O)c1ccc2nccnc2c1 reads PKA-R2B act = 7; SUMO Mot1 rescue = 116; HTR5A inv ctr = -4; AddAB inh = 0.1; Tat transport = 12; MOR-DOR ag = -2.2; PKA-R1A activ = -1; OPRM1-OPRD1 inv = 11; phage Ecoli inh = 4.5; PfHsp90 set2 = 9; Ecoli viability = 1.6
COc1ccc(C(CNC(=O)c2cc(C)on2)N(C)C)cc1 (centres undefined) reads PKA-R2B act = -8; SUMO Mot1 rescue = -3; HTR5A inv ctr = 7; AddAB inh = 3.7; Tat transport = -2; MOR-DOR ag = 11; PKA-R1A activ = -2; OPRM1-OPRD1 inv = -83; phage Ecoli inh = 1.8; PfHsp90 set2 = -11; Ecoli viability = -0.6
Cc1onc(-c2ccccc2Cl)c1C(O)c1ccc(F)cc1 (centres undefined) reads PKA-R2B act = 12; SUMO Mot1 rescue = -1; HTR5A inv ctr = -5; AddAB inh = 1.4; Tat transport = 5; MOR-DOR ag = -0.3; PKA-R1A activ = -6; OPRM1-OPRD1 inv = 1; phage Ecoli inh = 1.3; PfHsp90 set2 = -21; Ecoli viability = 2.2

(further entries)
SMILES	PKA-R2B act	SUMO Mot1 rescue	HTR5A inv ctr	AddAB inh	Tat transport	MOR-DOR ag	PKA-R1A activ	OPRM1-OPRD1 inv	phage Ecoli inh	PfHsp90 set2	Ecoli viability
Cc1ccc(NC(=O)c2cc(C)nc3ccccc23)cc1	-4	-2	-3	-1.1	5	-1.0	3	6	-0.7	6	1.7
O=C(Nc1cccc(Cl)c1)c1cc(S(=O)(=O)N2CCCCC2)c[nH]1	6	-4	-30	-0.1	-10	-1.0	5	5	2.4	-12	-3.8
Cc1cccc(NC(=O)CSc2nc3sc(C)cc3c(=O)n2C)c1	-3	x	-6	x	-8	-2.4	-11	13	4.4	-1	x
CCCC(=O)Nc1c(-c2cccc(OC)c2)c(=O)c2ccccc2n1C	-7	-1	-4	-1.9	-2	1.5	-10	-7	1.4	-9	1.2
COCCCn1c(=NC(=O)c2ccccc2)c(C#N)cc2c(=O)n3cccc(C)c3nc21	10	-15	0	0.9	2	-2.9	11	15	0.7	0	-3.6
CC1CCCN(CCOCCOc2ccc(Cl)cc2Br)C1 (centres undefined)	-3	174	-30	1.4	5	2.8	0	-15	4.2	-19	1.2
Cc1cc(C)n2c(SC/C(O)=C(\C#N)c3nc4ccccc4[nH]3)nnc2n1	-2	4	10	1.4	5	-0.8	-6	4	1.6	-7	-0.8
O=C(NCc1ccccn1)c1cc2n(n1)C(C(F)(F)F)CC(c1ccco1)N2 (centres undefined)	-9	-17	20	2.2	-9	0.6	-14	-3	0.2	1	-1.0
CCn1c(=O)cc(OCC(=O)NCCC(C)C)c2ccccc21	4	8	-1	5.6	-5	-1.9	4	10	1.5	17	2.8
CCC1(C)COC(c2ccc(OC)c(OC)c2)OC1 (centres undefined)	4	x	1	x	-5	-3.3	2	17	4.8	2	x
Cc1cccc(NC(=O)/C(=C\c2ccco2)NC(=O)c2cccs2)c1	0	-14	-13	-1.3	1	-0.7	6	4	2.5	-6	-3.5
CC(O)CNCCOc1cccc(Oc2ccccc2)c1 (centres undefined)	-13	111	3	3.7	1	-0.9	-2	4	0.8	-5	-2.3
Cc1cc(C)nc(N(C#N)CC(=O)N(c2ccccc2)C(C)C)n1	3	0	-10	2.5	-8	-5.1	6	21	1.5	10	-3.5
Cc1cc(=O)n(-c2ccccc2)n1C	-4	x	-3	-1.4	1	-0.5	15	2	2.5	x	-0.8
O=C(Nc1ccc(NC(=S)NC(=O)c2ccco2)cc1)c1ccccc1	-9	-2	-1	3.9	4	-4.5	-4	24	2.6	-2	0.3
CCN(CC)CCCNC(=S)N(Cc1cccnc1)Cc1cc2cc(C)ccc2[nH]c1=O	3	-11	-22	0.6	5	-3.6	1	19	2.3	-13	-0.8

Source: PubChem
